Screening results deposited in PubChem BioAssay by several laboratories.
hgDAF-12 ag: agonists of H. glycines DAF-12 nuclear receptor. actives 1.8% (n = 370,000). HEK293 GAL4-hgDAF12 UAS-luciferase reporter, agonist luminescence; normalized to butyrate control. activation, % at 6.8 µM;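 active = activation above a cutoff set at the mean of all screened compounds plus 3 SD, cut at about 10% in these data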;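 note: 0% = DMSO wells and 100% = sodium butyrate wells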
DAX1 inh-1: DAX1 (NR0B1) inhibition, primary screen; HEK293T StAR-luciferase reporter, SF-1/DAX-1 repression relief; inhibition, % at 6.8 µM; AID 652010; actives 1.1% (n = 370,000);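 active = inhibition above the mean over all tested compounds plus 3 SD, cut at about 3.6% in these data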;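 note: 0% = DAX-1 cells with DMSO and 100% = cells lacking DAX-1 with DMSO; higher inhibition means more luminescence from relief of DAX-1 repression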
SMARCA2 act: SMARCA2 function activation, primary screen; actives 1% (n = 370,000); activation, % at 9.1 µM; AID 652017; MG213 cells, MMTV-luciferase reporter, dexamethasone, overnight; in the data active = activation above about 7.8%;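 note: 0% = vehicle wells and 100% = reference activator wells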
HGIII-sPLA2 inh: Inhibits HGIII-sPLA2 liposome hydrolysis, primary screen | actives 0.56% (n = 370,000) | AID 743126 | inhibition, % at 12.2 µM | QFRET BODIPY PC-A2 liposome hydrolysis, fluorescence;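 active = inhibition above mean plus 3 SD of compounds lying within the high and low control bounds, cut at about 19% in these data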;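 note: 0% = median of test compound wells and 100% = no enzyme DMSO wells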
Target sequence (Q9NZ20 whole entry, looked up): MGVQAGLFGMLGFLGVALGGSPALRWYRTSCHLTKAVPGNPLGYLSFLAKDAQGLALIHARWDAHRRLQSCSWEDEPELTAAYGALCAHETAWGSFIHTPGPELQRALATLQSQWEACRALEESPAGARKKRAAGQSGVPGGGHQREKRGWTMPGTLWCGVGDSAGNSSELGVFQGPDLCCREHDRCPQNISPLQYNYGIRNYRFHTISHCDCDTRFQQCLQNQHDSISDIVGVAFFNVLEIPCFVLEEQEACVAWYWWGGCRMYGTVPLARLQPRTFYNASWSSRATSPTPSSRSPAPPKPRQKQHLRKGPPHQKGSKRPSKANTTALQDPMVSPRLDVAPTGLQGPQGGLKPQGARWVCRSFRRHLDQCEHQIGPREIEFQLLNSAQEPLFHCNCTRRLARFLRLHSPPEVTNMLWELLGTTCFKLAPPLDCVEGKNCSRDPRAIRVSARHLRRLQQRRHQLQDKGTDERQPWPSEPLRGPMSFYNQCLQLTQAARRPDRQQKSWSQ
NPR2 activator: GC-B (human) receptor activation; P20594; actives 0.11% (n = 370,000); AID 1920062; activation, % at 10 µM; HEK293-GC-B cells, CNP EC30, cGMP TR-FRET; 0% at EC30 CNP, 100% saturating CNP;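 active = activation at 10 µM reaching about 35% in either raw or pattern-adjusted values, limit read from the data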
GC-A act: GC-A (human) enzyme activation. P16066. HEK293 GC-A cells, cGMP TR-FRET, EC30 ANP; 0% at EC30 ANP, 100% saturating ANP. activation, % at 10 µM. actives 0.14% (n = 370,000). AID 1671463; in the data active = activation above about 40%
ssDAF-12 act: S. stercoralis DAF-12 activation, primary screen; HEK293 ssDAF-12/GRIP1 lit1-tk-luc reporter, luminescence; % of 3 µM dafachronic acid response; activation, % at 6.8 µM; actives 1% (n = 370,000);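 active = activation above the mean over all tested compounds plus 3 SD, cut at about 0.9% in these data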;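 note: 0% = DMSO-only wells and 100% = 3 µM delta7-dafachronic acid wells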
GAA850 FXN act: activators of GAA850 frataxin (FXN) promoter | HEK293 lucGAA850 FXN promoter luciferase reporter, 24 h; percent of 10 µM SAHA response | activation, % at 6 µM | actives 0.56% (n = 360,000);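 active = activation above the average of all compounds screened plus 3 SD, cutoff fixed separately per campaign, cut at about 7.5% in these data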;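 note: 0% = DMSO wells and 100% = 10 µM SAHA wells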
KLK7 zymogen act: proKLK7 (human) activation, primary screen | P49862 | purified proKLK7, EDANS-DABCYL substrate fluorescence; 100% is mature enzyme control, 0% vehicle | activation, % at 7 µM | actives 0.9% (n = 370,000) | AID 652039;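 active = activation above the mean of all tested compounds plus 3 SD, computed per campaign excluding outliers beyond control limits, cut at about 13% in these data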
Target sequence (P49862 whole entry, looked up): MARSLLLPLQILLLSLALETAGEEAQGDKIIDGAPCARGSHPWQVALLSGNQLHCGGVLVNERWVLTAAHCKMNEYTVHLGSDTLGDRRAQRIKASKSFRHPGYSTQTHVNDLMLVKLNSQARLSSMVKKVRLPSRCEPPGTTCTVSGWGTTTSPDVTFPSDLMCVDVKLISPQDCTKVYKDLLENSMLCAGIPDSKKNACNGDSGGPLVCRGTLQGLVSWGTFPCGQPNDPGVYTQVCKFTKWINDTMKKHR
hcDAF-12 act: activators of H. contortus DAF-12 nuclear receptor; actives 1.4% (n = 370,000); AID 652067; HEK293 hcDAF-12 lit1-tk-luc reporter, luminescence; 0% DMSO, 100% Δ7-dafachronic acid; activation, % at 6.8 µM;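 active = activation above the mean of all tested compounds plus 3 SD, cut at about 5.5% in these data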;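 note: 100% = response to 3 µM Δ7-dafachronic acid high control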
DAX1 inh-2: inhibitors of human orphan nuclear receptor DAX1 (NR0B1); P51843; actives 0.99% (n = 340,000); HEK293 Gal4-DAX1 luciferase reporter, luminescence; AID 504766; inhibition, % at 6.75 µM;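 active = inhibition above the mean over all tested compounds plus 3 SD, cut at about 4.2% in these data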;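 note: 0% = DAX1-transfected cells with DMSO and 100% = empty-vector control cells with DMSO; inhibition shows as a rise in luminescence from relieved DAX1 repression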
Target sequence (P51843 207-470 limits assumed): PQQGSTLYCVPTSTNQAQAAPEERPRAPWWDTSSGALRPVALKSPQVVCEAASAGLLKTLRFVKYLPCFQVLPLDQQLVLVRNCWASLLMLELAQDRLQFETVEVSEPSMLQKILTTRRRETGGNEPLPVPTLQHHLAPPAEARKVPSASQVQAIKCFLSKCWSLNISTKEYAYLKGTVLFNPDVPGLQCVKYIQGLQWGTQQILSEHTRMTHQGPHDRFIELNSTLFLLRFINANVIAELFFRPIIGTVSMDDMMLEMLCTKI
* marks the source's active call; other numbers are inactive results; nt = no result given.

SMILES	hgDAF-12 ag	DAX1 inh-1	SMARCA2 act	HGIII-sPLA2 inh	NPR2 activator	GC-A act	ssDAF-12 act	GAA850 FXN act	KLK7 zymogen act	hcDAF-12 act	DAX1 inh-2
O=c1c2c3c(sc2nc2n1CCCCC2)C(O)CCC3 (configuration not stated)	11*	3.6	1	0	-2	-1	-1.1	2.9	-0.6	2.0	0.7
COc1ccc(-c2ccc(=O)n(CC(=O)Nc3nnc(C(C)C)s3)n2)cc1OC	-2.4	-0.4	-2	13	-7	-22	-1.6	1.2	0.6	0.6	1.0
CCNc1ccc2noc3c2c1C(=O)c1ccccc1-3	0.3	-1.7	3	-218	-13	-2	-1.1	-1.8	-21	-2.7	-1.4
CCOC(=O)Cc1cnc(NC(=O)CSc2nc(C(C)C)cc(=O)[nH]2)s1	-1.1	0.1	-2	3	-2	-8	-0.7	-0.3	-0.1	-0.9	1.3
CCOC(=O)c1cn(CC)c2ccc(S(=O)(=O)N3CCC(C)CC3)cc2c1=O	-3.4	0.5	7	8	0	2	-1.3	0.8	-0.1	0.4	0.4
COCCCNC(=O)Cn1c(=O)n(CC(=O)N2CCCCC2)c(=O)c2sccc21	0.6	0.4	-3	6	4	1	-1.1	-0.2	-0.5	2.1	0.2
CN1CCN(S(=O)(=O)c2ccc(SCCOc3ccccc3)nc2)CC1	2.2	-0.3	1	-17	3	2	-0.9	1.2	0.0	-2.1	-0.8
COCCNC(=O)CSc1nc2ccc(N3CCOCC3)cc2c(=O)n1CCc1ccccc1	1.3	-0.4	-1	5	-2	12	-1.6	-1.2	-5.5	2.7	-0.3
CCCCCCCNC(=O)C1(CC2CC(c3ccccc3)=NO2)CCN(C(=O)c2ccccc2)CC1 (configuration not stated)	0.8	-0.3	1	0	4	-3	-1.4	1.5	0.3	-1.4	-0.1
CC(C)(C)n1nnnc1C(c1ccc(Cl)cc1)N1CCCc2ccccc21 (configuration not stated)	1.1	0.1	-3	3	-12	-26	0.1	-1.7	0.2	2.0	1.5
CCOC(=O)C(NCCCCl)c1ccccc1 (configuration not stated)	-0.5	-0.5	3	3	-15	1	-0.9	2.2	0.5	-1.2	0.2
Cc1ccc(C(=O)c2c3ccc(N)cc3nn2CCC(N)=O)cc1	3.9	0.5	1	0	1	0	-0.5	0.2	-3.2	0.1	0.5
COC(=O)CSc1nc(COc2ccccc2)nc2ccccc12	0.6	-0.1	-2	4	-5	-9	-1.6	1.4	-1.2	0.0	-1.0
Cc1c(NC(=O)C2CCCN2C(=O)c2cccs2)c(=O)n(-c2ccccc2)n1C (configuration not stated)	-1.6	-0.2	-4	5	-6	-1	-0.7	2.3	-0.6	3.3	-0.2
O=c1[nH]c2ccccc2nc1CCc1ccccc1	6.2	0.9	2	-1	1	1	-0.8	6.2	0.2	-0.2	1.1
N#Cc1c(-c2ccncc2)c2c([nH]c1=O)-c1ccccc1OC2	0.3	0.0	-3	1	5	0	-1.6	nt	12	1.7	nt
CCOc1ccccc1CNC(=O)C1CCN(C(=O)N2CC(C)Oc3ccc(C)cc32)CC1 (configuration not stated)	-0.9	-2.2	1	-12	4	-2	-1.5	-1.2	-0.6	-3.4	-0.9
COc1ccc(S(=O)(=O)N(C)c2ccc(C(=O)NCc3ccncc3)cc2)cc1	-1.9	0.4	1	1	-1	-1	-0.9	1.5	0.8	-1.3	1.3
COc1cc(C(=O)N/C(=C\c2cn(C)c3ccccc23)C(=O)NCCCO)cc(OC)c1OC	-1.6	-0.5	-2	-2	0	-9	-1.6	2.2	0.0	-1.2	4.7*
COC(=O)C(C)Oc1ccc(-c2nccc(-c3ccc(F)cc3)n2)cc1 (configuration not stated)	2.4	0.4	2	-18	2	0	-1.2	0.0	0.2	-2.4	2.1
COC(=O)C(C(=O)OC)c1ncc(C(F)(F)F)cc1Cl	1.4	0.1	3	7	nt	nt	-1.2	-2.0	0.0	-2.7	1.2
COC(=O)C(N)Cc1ccc(OC)c([N+](=O)[O-])c1 (configuration not stated)	-0.4	0.6	-2	-3	2	2	-1.3	1.0	-1.2	-1.1	2.2
O=C(Nc1cc(Cl)cc(Cl)c1)C(NCCO)c1ccccc1 (configuration not stated)	0.9	-0.2	-4	-1	-2	-5	-0.8	-0.8	0.3	-1.6	0.2
O=C(NCCCN1CCCC1)c1ccc2c(c1)N(Cc1ccccc1F)C(=O)c1ccccc1S2(=O)=O	0.8	2.0	1	-2	-2	-4	-1.1	-0.6	-0.1	-0.7	-0.2
CC(C)(C)c1cc2nc(N)nc(N)n2n1	-0.4	0.0	0	8	3	2	-2.2	2.8	0.4	-1.0	-1.1

Next part, overlapping the part above by 4 compounds.
SMILES	hgDAF-12 ag	DAX1 inh-1	SMARCA2 act	HGIII-sPLA2 inh	NPR2 activator	GC-A act	ssDAF-12 act	GAA850 FXN act	KLK7 zymogen act	hcDAF-12 act	DAX1 inh-2
COC(=O)C(N)Cc1ccc(OC)c([N+](=O)[O-])c1 (configuration not stated)	-0.4	0.6	-2	-3	2	2	-1.3	1.0	-1.2	-1.1	2.2
O=C(Nc1cc(Cl)cc(Cl)c1)C(NCCO)c1ccccc1 (configuration not stated)	0.9	-0.2	-4	-1	-2	-5	-0.8	-0.8	0.3	-1.6	0.2
O=C(NCCCN1CCCC1)c1ccc2c(c1)N(Cc1ccccc1F)C(=O)c1ccccc1S2(=O)=O	0.8	2.0	1	-2	-2	-4	-1.1	-0.6	-0.1	-0.7	-0.2
CC(C)(C)c1cc2nc(N)nc(N)n2n1	-0.4	0.0	0	8	3	2	-2.2	2.8	0.4	-1.0	-1.1
c1ccc2sc(SN3CCOCC3)nc2c1	1.5	-0.1	3	15	5	0	0.7	1.9	0.3	4.0	0.1
CC(=O)c1sc(NC(=O)C2=NN(c3ccccc3)C(=O)CC2)nc1C	3.7	0.5	5	1	1	2	-0.8	2.7	0.3	-0.5	2.2
CCOC(=O)C1(Cc2ccc(OC)cc2)CCN(C(=O)CCc2cccnc2)CC1	0.8	-0.1	1	3	4	-3	-0.7	1.3	0.7	-0.6	-1.7
Cc1cc(NC(=O)CSCC(=O)OC(C)C(=O)c2cc(C)c(C)cc2C)no1 (configuration not stated)	-1.4	0.3	-2	-9	-3	-3	-1.2	0.7	0.3	0.6	-0.7
CC1(C(=O)NS(=O)(=O)c2ccc(F)cc2F)CCN1C(=O)C1(c2ccc(Cl)cc2)CCC1 (configuration not stated)	-0.2	0.0	-2	-15	-1	-1	-1.5	-0.2	0.2	-1.5	nt
COC(=O)c1sc2nc(C)cc(C)c2c1N	4.1	0.1	1	2	5	5	-0.6	0.9	0.8	0.8	-0.8
Nc1cc(=O)[nH]c(=O)n1CC1CC1	2.0	0.1	1	7	3	1	-1.6	1.8	0.8	0.8	-0.1
CC(C)c1nc(-c2ccc([N+](=O)[O-])cc2)cs1	3.2	0.7	2	2	2	4	-1.5	1.0	-0.2	-0.5	-0.4
Cn1c(=O)n(C)c2cc([N+](=O)[O-])c(N3CCN(C(=O)c4cccc(F)c4)CC3)cc21	-2.4	-2.0	-3	0	-4	-6	-1.9	-0.1	0.1	-2.1	-0.8
CCN(C(=O)COC(=O)CCc1ccccc1)c1ccccc1	1.3	0.0	-1	0	-3	-2	-1.3	1.3	-0.2	-1.9	0.9
Cn1c(SCc2cccnc2)nnc1-c1c[nH]c2ccccc12	-0.4	0.0	2	7	-1	-1	-0.6	1.5	0.6	-2.1	0.9
CCc1nnc2cccc(Cl)n12	0.0	0.5	0	-1	1	1	-1.5	-0.4	0.9	-1.9	1.9
Cc1ccc(C(=O)OCCn2cc(C#N)c(=O)[nH]c2=O)cc1	1.9	-0.3	3	5	-5	-4	-1.6	2.2	-0.2	-0.8	-1.1
CCN1C(=O)[C@H]2[C@@H](c3ccc(-c4ccc(OC)cc4)c(OC)c3)N[C@@](Cc3ccccc3)(C(=O)OC)[C@H]2C1=O	0.6	-0.6	2	-1	-4	3	-1.7	-4.7	-0.6	-1.6	1.1
COc1ccccc1NC(=O)C(=O)NCc1ccccc1Cl	0.2	-0.8	-1	1	-5	-3	-0.8	1.5	-0.6	-0.2	-0.1
C#CCOCCOCCOCCNc1nc(N2CCN(C(=O)[C@H](CC(N)=O)n3cc(C(N)[C@@H](C)CC)nn3)CC2)nc(N2CCN(C(=O)[C@H](CCC(=O)O)n3cc([C@@H](N)CCCCN)nn3)CC2)n1 (some centres not stated)	-1.4	-0.4	1	8	-1	-2	-1.0	0.5	0.0	-1.6	0.0
N#Cc1c(NC(=O)C2CC2)sc2c1CCCCC2	2.6	-0.3	8.9*	1	2	1	-1.6	5.6	1.8	4.1	0.2
CC(=O)N1CCN=C1SCc1ccccc1	-0.6	0.3	-2	-3	0	3	-1.5	0.7	-0.5	-1.2	-1.0
CCOc1ccccc1NC(=O)C1CCCCN1S(=O)(=O)c1ccccc1 (configuration not stated)	-4.4	-1.7	-3	-1	-1	-1	-1.1	0.1	0.3	-2.0	-1.3
CC(C)c1ccc(NC(=O)c2n[nH]c(=O)c3ccccc23)cc1	5.7	0.2	3	-4	-5	1	-1.1	4.4	-0.3	-0.7	-0.1
COc1ccc2c(c1)C(=O)N1[C@H]3c4cc(Cl)ccc4OC[C@@H]3[C@H](c3ccccc3)[C@]1(C)C(=O)N2	-0.1	-0.4	-1	0	-7	0	-1.0	-9.0	-5.0	-0.4	-1.7
CCOCCCNC(=O)CN1C(=O)C(CC)Oc2ccccc21 (configuration not stated)	2.2	-0.4	-2	8	3	0	0.0	0.9	2.1	0.2	-0.5
CN(C)S(=O)(=O)Oc1cccc(C(=O)Nc2ccc(Cl)cc2)c1	1.6	-1.2	2	-16	0	0	-1.1	-1.1	-0.1	-1.4	-1.8
COc1ccc(C(=O)NNC(=O)c2ccccc2[N+](=O)[O-])cc1[N+](=O)[O-]	1.4	0.5	4	-1	-2	5	-1.7	2.2	-0.1	0.6	-0.3
Cc1cc(S(=O)(=O)Nc2ccc(C(=O)NCCN3CCOCC3)cc2)ccc1F	-1.1	-1.9	-2	3	2	1	0.5	0.6	0.0	-1.2	0.5
Cc1cc(-c2n[nH]c(=S)n2/N=C/c2ccc(Cl)c([N+](=O)[O-])c2)n[nH]1	2.3	0.3	2	13	-2	-4	-1.1	1.6	-0.2	1.3	0.6
COc1cccc(NC(=O)CN2CCN(c3nc(-c4cccc(OC)c4)cs3)CC2)c1	-2.4	-1.8	-2	-16	1	-3	-1.2	1.1	0.5	-2.0	-1.8
NC(=O)CC(NC(=O)c1ccccc1)c1ccc(NCc2ccc(F)c(F)c2)c([N+](=O)[O-])c1 (configuration not stated)	-3.8	-0.6	0	-9	0	0	-1.4	2.2	-0.5	-2.6	-0.8
CCOC(=O)CN1C(=O)N[C@@H](c2cccc(C(F)(F)F)c2)[C@@H](C(=O)OC)[C@H]1C	1.3	0.1	0	3	5	2	-1.1	1.8	-0.4	-0.1	1.5
COc1ccc(CCN(C)C(=O)c2cc(S(=O)(=O)N3CCCCCC3)ccc2OC)cc1OC	-3.8	-0.5	0	8	-6	-2	-1.7	2.0	0.3	-0.5	-1.4
